CASP6 VEID inh – human caspase-6 inhibitors, primary screen, biochemical, VEID-R110 fluorescence, single point, set 2; P55212; purified caspase-6, Z-VEID-R110 cleavage fluorescence; inhibition, % at 12.5 µM; 350,000 tested, 0.53% active; AID 686996, 2013;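 active means mean inhibition across replicates at least about 35%, with every replicate also reaching that limit, limit read from the data; inconclusive means only one of the two criteria met; inactive means neither criterion met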;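 further: 0% = median of neutral control wells and 100% = no fluorescence left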
ARNT-TACC3 inh – disruptors of ARNT/TACC3 protein interaction, primary screen, biochemical, AlphaScreen, single concentration; Transforming acidic coiled-coil-containing protein 3 (Homo sapiens), Q9Y6A5; AlphaScreen His-ARNT PAS-B/GST-TACC3 binding, luminescence; TACC3 fragment carries E629A point mutation; inhibition, % at 9.99 µM; 390,000 tested, 0.66% active; AID 623870, 2012;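 active means mean inhibition of replicates at least 50% and at least half of replicates each reaching 50%; inconclusive means half or more replicates reach 50% but mean below 50%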;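 further: 0% = complete ARNT plus TACC3 wells and 100% = ARNT alone without TACC3; many hits fall short of the cut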
E-selectin induc – E-selectin induction in HUVECs, primary screen, imaging, HUVEC, immunofluorescence imaging, single point; P16581; normalized: neutral wells 0, TNF-alpha wells 100; activation, % at 7.58 µM; 260,000 tested, 0.37% active; AID 686992, 2013;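 active means mean E-selectin-positive cell signal at least 10% of the positive control, reached in at least 60% of replicates, without over 20% cell loss; inconclusive means no rule given, readout overlaps actives, possibly toxicity-flagged; inactive means the rest, including those meeting only one limit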;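 further: in these data hits start at about 27%; measured in HUVEC primary endothelial cells; signal is the percent of cells scored E-selectin positive by PE staining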
Target sequence (P16581 whole entry, looked up): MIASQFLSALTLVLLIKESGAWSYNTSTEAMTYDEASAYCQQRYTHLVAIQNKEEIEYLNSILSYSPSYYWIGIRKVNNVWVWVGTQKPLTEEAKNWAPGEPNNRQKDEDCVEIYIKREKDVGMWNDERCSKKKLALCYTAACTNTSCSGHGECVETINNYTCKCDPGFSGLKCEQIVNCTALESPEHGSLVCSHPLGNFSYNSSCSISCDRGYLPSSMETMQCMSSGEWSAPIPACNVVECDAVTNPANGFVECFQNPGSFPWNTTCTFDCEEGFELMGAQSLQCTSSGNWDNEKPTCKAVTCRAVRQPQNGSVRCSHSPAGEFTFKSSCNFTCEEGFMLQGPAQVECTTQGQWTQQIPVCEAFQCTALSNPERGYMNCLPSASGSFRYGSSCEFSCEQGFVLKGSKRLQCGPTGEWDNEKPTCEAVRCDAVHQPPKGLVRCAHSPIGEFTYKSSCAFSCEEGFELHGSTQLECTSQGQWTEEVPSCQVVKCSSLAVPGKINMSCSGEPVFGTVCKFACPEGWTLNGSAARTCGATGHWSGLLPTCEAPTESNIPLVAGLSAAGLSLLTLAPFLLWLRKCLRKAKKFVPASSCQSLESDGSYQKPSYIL
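Assay system: HUVEC primary endothelial cells. Input: 3,000 HUVEC seeded per well. Doses: one compound dose added by pin transfer. Read-out basis: % PE-positive cells. Benchmarks: TNF-alpha high, DMSO low. Detection: immunofluorescence imaging. Buffer or medium: EGM-2, gelatin.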
ERp5 block – inhibitors of ERp5-driven insulin aggregation, primary screen, biochemical, turbidity, absorbance 650 nm, single point; Protein disulfide-isomerase A6 (Homo sapiens), Q15084; 90 min; inhibition, % at 9.99 µM; 350,000 tested, 0.05% active; AID 651711, 2012;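 active means mean replicate inhibition above about 25%, with every replicate also reaching it, limit read from the data, passing the limit was not always enough; inconclusive means only one of those two criteria met; inactive means neither criterion met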
PglD inh – C. jejuni PglD acetyltransferase inhibitors, primary screen, biochemical, DTNB colorimetric, single point; 360,000 tested, 0.098% active; purified PglD enzyme, DTNB colorimetric CoA detection; inhibition, % at 12.5 µM; AID 602405, 2012; in the data active means inhibition above about 16%, passing the limit was not always enough; inconclusive means no clear call, values can overlap the other calls; further: strong numbers were not always called active
esBAF inh – Bmi1 luciferase reporter increase in mESCs, primary screen, esBAF inhibitor project, mouse ES cells, Bmi1 luciferase knock-in, single point; 350,000 tested, 2% active; 24 h; 100% = twice the neutral-well signal; AID 602393, 2012; reporter increase, % at 12.5 µM; in the data active means activation above about 40%; inconclusive means no clear call, values can overlap the other calls;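 further: 0% = median of the plate's neutral control wells and 100% = double that signal; a rise in the Bmi1 reporter signal indicates esBAF inhibition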
RAD52 inh – RAD52 DNA annealing inhibitors, primary screen, biochemical, FRET, single point, set 2 | 360,000 tested, 0.46% active | inhibition, % at 18.7 µM | recombinant RAD52 DNA annealing, FRET fluorescence | DNA repair protein RAD52 homolog (Homo sapiens), P43351;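 active means every replicate showing at least 50% inhibition; inconclusive means mean inhibition at least 50% but not in every replicate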
Target sequence (P43351 whole entry, looked up): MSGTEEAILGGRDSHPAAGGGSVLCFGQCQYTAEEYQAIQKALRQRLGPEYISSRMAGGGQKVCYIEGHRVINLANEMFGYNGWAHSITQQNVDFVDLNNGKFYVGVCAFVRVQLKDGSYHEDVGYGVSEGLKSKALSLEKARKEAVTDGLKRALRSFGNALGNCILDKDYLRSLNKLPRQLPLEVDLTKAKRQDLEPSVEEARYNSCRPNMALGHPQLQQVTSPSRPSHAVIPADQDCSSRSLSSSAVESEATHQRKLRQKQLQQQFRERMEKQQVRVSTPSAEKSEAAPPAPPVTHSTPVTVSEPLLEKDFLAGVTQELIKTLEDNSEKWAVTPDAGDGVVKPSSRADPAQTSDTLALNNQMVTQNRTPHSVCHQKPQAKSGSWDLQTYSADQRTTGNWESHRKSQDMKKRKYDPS
RAD54 branch – inhibitors of human RAD54 branch migration, primary screen, biochemical, fluorescence, single point. inhibition, % at 10.4 µM. DNA repair and recombination protein RAD54-like (Homo sapiens), Q92698. RAD54 Holliday junction branch migration, FAM/BHQ fluorescence. 360,000 tested, 0.14% active. AID 602329, 2012;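 active means mean normalized replicate activity at least 40 and at least half of replicates scoring 40 or more; inconclusive means only one of the two criteria met; inactive means mean below 40 and under half of replicates reaching 40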;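 further: 0% = median of neutral control wells and 100% = median of positive control wells; inhibitors cause a drop in the FAM fluorescence signal; in these data hits start at about 50%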
Active calls of the source: *; ? = inconclusive; / = not tested or not shown.

SMILES	CASP6 VEID inh	ARNT-TACC3 inh	E-selectin induc	ERp5 block	PglD inh	esBAF inh	RAD52 inh	RAD54 branch
CC(C)NC(=O)C1(C)Cc2c(-c3cccc(C(N)=O)c3)ccnc2O1 (centres undefined)	1	/	-1.0	4	-1	-4	44	8
CC1CN(Cc2c(O)ccc3c(=O)c(-c4ccccc4Cl)coc23)CC(C)O1 (centres undefined)	-1	-8	-0.4	0	1	-3	-9	7
O=C(Nc1c2c(nn1-c1ccccc1)CS(=O)(=O)C2)c1cc2ccccc2o1	4	5	0.0	5	-1	-2	-14	-3
Cc1cc(C)cc(NC(=O)c2ccc(CSc3nnc(C)s3)cc2)c1	/	-7	/	/	-4	39	/	-11
O=C(NCc1ccco1)C1CCCN(S(=O)(=O)Cc2ccccc2)C1 (centres undefined)	/	-5	/	/	0	-8	/	-5
COC(=O)C[C@@H]1C[C@@H]2c3cc(NC(=O)Nc4ccc(OC)cc4)ccc3O[C@@H]2[C@@H](CO)O1	-1	/	-0.3	3	/	/	-5	/
COc1ccc(C(C)=O)cc1CSc1nnc(Nc2ccccc2)s1	/	1	/	/	-2	-12	/	-5
CCCC(=O)Nc1ccc2c(c1)OC[C@@H](C)N(Cc1ccccc1)C[C@@H](C)[C@H](OC)CN(C)C2=O	-1	-15	-0.3	1	1	-1	-11	-4
COc1cc(OC)cc(-c2n[nH]c(=S)n2-c2cc(OC)ccc2OC)c1	/	1	/	/	5	-1	/	-9
CO[C@@H](CN(C)C(=O)c1ccccc1F)[C@@H](C)CN([C@H](C)CO)S(=O)(=O)c1ccccc1	2	-10	0.1	2	2	-1	13	-6
O=C(O)Cc1c[nH]c2ccc(O)cc12	3	0	3.2	-2	1	2	-9	3
O=C1CCN(CCc2ccccc2)CCN1CCOc1ccccc1	-2	-3	0.0	0	1	0	-9	-9
COCC#Cc1ccc([C@@H]2[C@@H](CO)N3C(=O)CN(C(=O)C4CCCCC4)C[C@@H]23)cc1	0	/	0.1	12	/	/	-6	/
CC(C(=O)Nc1ccc(C(=O)O)c(O)c1)N1C(=O)/C(=C\c2ccco2)SC1=S (centres undefined)	/	19	/	/	-5	-8	/	-1
Cc1onc(-c2ccccc2)c1C(=O)NNC(=O)c1ccccc1O	-4	-24	0.8	4	4	-2	-2	5
CCN(CC)S(=O)(=O)c1ccc(Cl)c(C(=O)NNC(=O)c2csc(N3CCOCC3)n2)c1	-3	-1	0.3	-1	-1	1	-17	-6
COc1ccc(/C=N/NC(=O)c2cccnc2)cc1COc1ccc([N+](=O)[O-])cc1	-1	1	/	2	-2	-56	-13	4
CCC(Sc1nc2n[nH]c(C)c2c(=N)n1-c1cccc(Cl)c1C)C(=O)N(CC)CC (centres undefined)	/	0	/	/	2	-7	/	5
Cc1cn(CC(=O)NCc2ccccn2)c(=O)[nH]c1=O	1	-5	?	-2	-5	-1	-16	-7
CC1=CC(C)(C)N2C(=O)C3(C(C#N)=C(N)OC4=C3C(=O)CCC4)c3c(C)c(C)cc1c32 (centres undefined)	/	-3	/	/	-2	-1	/	-5
O=C(CN1CCOCC1)N1CCCCN2[C@H](CO)[C@@H](c3ccc(-c4ccccc4F)cc3)[C@H]2C1	1	-1	0.7	-4	0	2	4	-2
COc1ccc(C(=O)N/N=C(\C)c2cccc(NC(=O)c3ccc(F)cc3)c2)c(OC)c1	-5	11	-0.3	4	0	20	1	2
COc1ccc(S(=O)(=O)N2CCOCC2)cc1NC(=O)COC(=O)c1[nH]c(C)c(C(C)=O)c1C	1	-7	0.3	1	4	0	-10	-5
CC(C)CCn1c(COc2ccccc2)n[nH]c1=S	2	/	0.0	-2	-1	-1	-5	5
O=C(C[C@H]1CC[C@@H]2[C@H](COC[C@H](O)CN2C(=O)C2CCOCC2)O1)NCc1ccncc1	1	8	0.1	-8	1	-1	-57	0
O=C1c2ccccc2C(=O)N1CSc1nnc2c3ccccc3n(CCc3ccccc3)c2n1	/	-8	/	/	4	-10	/	1
S=c1nc[nH]c2c1ncn2C1CCCC1	0	4	0.8	1	1	-3	-6	11
CCC(CC)C(=O)OCC(=O)NC12CC3CC(CC(C3)C1)C2	0	-5	/	-3	-3	-9	0	-5
CCCC(=O)Nc1ccc2c(c1)C(=O)N(C)[C@@H]1CC[C@H](CC(=O)NCCCN(C)C)O[C@H]1CO2	-69	9	0.0	5	5	9	5	-1
CCCCNC(=O)CC1N=C2c3ccccc3N=C(SCC(=O)Nc3cccc(OC)c3)N2C1=O (centres undefined)	/	-9	/	/	7	-3	/	5
O=CN1CCN(C(C(=O)NC2CCCC2)c2ccc(Cl)cc2)CC1 (centres undefined)	/	-4	/	/	0	16	/	-8
C[C@H](CO)N1C[C@H](C)[C@H](CN(C)C(=O)C2CCCCC2)OCc2cn(nn2)CCCC1=O	2	5	0.0	2	0	-6	1	3
CCOC(=O)C1=CNS(=O)(=O)NC1c1ccc(C)cc1 (centres undefined)	1	-5	/	-10	1	-5	-4	0
CC1CCCCN1C(=O)CSc1nc(-c2ccccc2)cn1N (centres undefined)	-2	-11	10	-1	/	/	-22	/
COc1ccc(S(=O)(=O)N(C)C[C@@H]2OCCCC[C@@H](C)Oc3ccc(NC(=O)C4CCCCC4)cc3C(=O)N([C@H](C)CO)C[C@H]2C)cc1	-1	-3	0.1	1	0	1	13	-1
CCOc1ccc(N2C(=O)CS(=O)(=O)C2c2ccccc2)cc1 (centres undefined)	-2	3	/	2	-1	/	1	-16
COc1cc(-c2nnn(Cc3ccccc3C)n2)cc(OC)c1OC	0	-8	0.1	-2	-1	4	-8	-4
CN(C)Cc1c(C(C)(C)O)[nH]c2cc(F)ccc12	1	/	-0.4	1	/	/	-15	/
CC1=NN(c2ccccc2)C(=O)/C1=C\c1cc(C)n(-c2ccccc2)c1C	-2	-9	2.2	-4	/	/	-57	/
CS(=O)(=O)N(CC(O)Cn1c2ccccc2c2ccccc21)c1ccccc1 (centres undefined)	/	-1	/	/	5	8	/	-3
Cc1ccc(NC(=O)CCCn2nc(C)c3c(C)n(-c4ccccc4)nc3c2=O)cc1C	5	1	0.5	/	-3	-4	-9	-4
Cc1occc1C(=O)N/N=C/C=C/c1ccccc1[N+](=O)[O-]	1	-22	/	3	/	/	-16	/
Nc1ccc(Oc2ncccn2)cc1	5	-2	/	2	12	4	-11	-4
Cc1ccc(S(=O)(=O)N2CCOCC2)cc1N/N=C(\C#N)c1nc2ccccc2[nH]1	-5	/	0.0	5	/	/	-15	/
COc1ccccc1CNC(=S)NC1CCCCC1	9	-6	-1.9	5	-2	8	1	-9
COc1ccc(Cl)cc1NC(=O)C[n+]1ccccc1	-2	6	/	-6	0	-3	8	-1
COc1ccc2cc(/C(C)=N/NC(=O)c3cc(-c4cccnc4)nc4ccccc34)ccc2c1	1	3	/	2	/	8	-10	/
CO[C@H]1CN(C)C(=O)c2ccc(NC(=O)Nc3c(C)noc3C)cc2OC[C@H](C)N(CCC(F)(F)F)C[C@@H]1C	0	/	-0.1	-5	/	/	6	/
COc1ccc(OC)c(S(=O)(=O)NC(=O)C2(C)CCN2C(=O)Cc2ccccc2)c1 (centres undefined)	-4	/	0.1	2	-5	-5	-6	-5
C[C@@H]1NC(=O)[C@@]2(C)[C@@H](c3ccccc3)[C@H]3COc4ccccc4[C@@H]3N2C1=O	-1	-4	0.1	3	-2	-2	-1	8
CCCC(=O)Nc1ccc(C(=O)NNC(=O)c2cccs2)cc1	1	-3	/	-2	0	-3	-12	-15
Cc1cc(C)n(C(=O)c2ccc(C)c(S(=O)(=O)N3CCOCC3)c2)n1	/	14	/	/	0	-6	/	9
Cc1sc2ncnc(N3CCC(C(=O)Nc4cc(Cl)ccc4Cl)CC3)c2c1C	2	-6	0.2	0	1	1	-30	7
Cc1sc(N)nc1-c1ccc(Oc2ccccc2)cc1	-1	-10	/	-1	4	25	-35	0
O=c1oc2ccccc2c(NCc2cccc(F)c2)c1[N+](=O)[O-]	/	-1	/	/	3	5	/	0
Cc1noc(C)c1S(=O)(=O)N(CC(=O)Nc1ccc2c(c1)OCCO2)c1ccc(C(C)C)cc1	-1	-7	/	-7	1	2	-18	4
CC(CCc1ccccc1)NC(=O)COC(=O)c1ccc(F)cc1 (centres undefined)	2	12	0.0	5	4	-1	-14	-3
CCCNC(=O)N1[C@H](C#N)[C@@H](c2ccccc2-c2ccc(OC)cc2)[C@@H]1CO	-2	/	0.2	5	/	/	-3	/
CC(C)NC(=O)N(C)C[C@H]1Oc2ccc(NC(=O)Cc3ccccc3)cc2C(=O)N([C@@H](C)CO)C[C@H]1C	12	9	/	3	0	-2	0	0
C[C@@H]1CN([C@@H](C)CO)C(=O)c2cccc(NC(=O)NC3CCCCC3)c2O[C@@H]1CN(C)Cc1ccccc1	1	-10	-0.1	6	0	1	-1	-5
The list continues.
SMILES	CASP6 VEID inh	ARNT-TACC3 inh	E-selectin induc	ERp5 block	PglD inh	esBAF inh	RAD52 inh	RAD54 branch
CC(C)(C)NC(=O)C(c1ccc(C(F)(F)F)cc1)n1c(=O)c(-c2cc3ccccc3[nH]2)nc2ccccc21 (centres undefined)	-2	/	-0.1	-3	/	/	-6	/
O=c1cc(CN2CCOCC2)c2ccc(O)c(O)c2o1	-12	-1	/	-1	-3	4	-4	-1
CCOc1ncccc1C(=O)Nc1ccc(C)c(S(=O)(=O)N2CCCCCC2)c1	0	-1	/	-11	0	8	-8	-4
Cc1ccccc1-n1nc2c(c1NC(=O)CC(C)C)CS(=O)C2 (centres undefined)	0	2	/	4	0	6	-8	5
Cc1nc(C)c(C(=O)Nc2ccccc2)s1	/	-8	/	/	0	16	/	2
COc1ccc(NC(=O)CN(C)C(=O)c2n[nH]c3ccccc23)cc1	2	1	/	11	-4	?	-10	3
CCOC(=O)c1c(C)[nH]c(C(=O)COC(=O)c2ccc(O)cc2)c1C	-1	/	5.7	-2	1	28	-9	-14
O=C(Nc1ccccc1C(=O)N1CCOCC1)c1cccnc1	/	1	/	/	-5	-2	/	0
O=C(O)CN1C(=O)COc2ccc(S(=O)(=O)N3CCCCCC3)cc21	0	-7	8.7	-22	4	-5	3	-2
COc1cccc(C(=O)CN2CCN(S(=O)(=O)c3cccc([N+](=O)[O-])c3)CC2)c1	-1	-5	1.7	-8	/	/	12	/
CCOc1ccc(NC(=O)CCNS(=O)(=O)c2ccc3c(c2)CC(C)N3C(C)=O)cc1 (centres undefined)	2	1	/	-5	5	-3	-43	-11
CN(Cc1nc2ccc(Cl)cc2[nH]1)Cc1nc(-c2cnccn2)no1	0	-3	/	-4	/	/	-19	/
CCN(CCn1cccn1)C(=O)CCc1nnc(-c2ccc3c(c2)OCO3)o1	-2	-4	/	0	/	/	-3	/

2 compounds drawn at random from the list so far, as already listed:
SMILES	CASP6 VEID inh	ARNT-TACC3 inh	E-selectin induc	ERp5 block	PglD inh	esBAF inh	RAD52 inh	RAD54 branch
COc1ccc(NC(=O)CN(C)C(=O)c2n[nH]c3ccccc23)cc1	2	1	/	11	-4	?	-10	3
Cc1ccccc1-n1nc2c(c1NC(=O)CC(C)C)CS(=O)C2 (centres undefined)	0	2	/	4	0	6	-8	5
